HSP90 inh – HSP90 refolding inhibition in rabbit reticulocyte lysate; inhibition, % at 5.6 µM; luciferase refolding luminescence, 3 h; AID 1789; 290,000 compounds, 0.91% hits;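 active = inhibition above the screen-wide mean plus 3 SD, computed separately per campaign, cut at about 16% in these data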;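 also: 0% = DMSO wells and 100% = 60 µM geldanamycin wells; inhibitors lower the luminescence because luciferase stays unfolded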
HSF1 activator – increases HSF-1 driven luciferase reporter signal; 300,000 compounds, 1.7% hits; AID 504408; NIH3T3-HGL HSF-1 luciferase reporter, MG132, 8 h; 100% = twice DMSO control signal; activation, % at 9 µM;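 active = mean replicate activation of at least 50% with a set share of replicates each reaching 50%; inconclusive = only one of those two conditions met; inactive = mean below 50% and too few replicates reaching it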;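 also: 0% = median of the neutral control wells and 100% = twice that signal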
AI-2 QS modul – Vibrio harveyi AI-2 quorum sensing modulation; Vibrio harveyi JMH597 AI-2 luminescence/OD600 ratio, 9 h; active compounds read low; strain lacks LuxN and CqsS sensors; 0 = neutral-control median; activity change, % at 7.5 µM; 300,000 compounds, 0.4% hits; AID 2094; in the data active = activity change below about -75%, passing the limit was not always enough; inconclusive = no clear call, values can overlap the other calls;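 also: luminescence divided by OD600 gain over 9 h not by final OD600 alone; inactives centre near 13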
DYRK1A inh – Dyrk1A (rat) kinase inhibition; 310,000 compounds, 0.43% hits; inhibition, % at 12.5 µM; Q63470; ADP-Glo luminescence, NFATc1 peptide; in the data active = inhibition above about 50%;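 also: plate controls were vehicle with enzyme for no effect and no enzyme for full effect; many of its hits are not listed in these tables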
PolyA inh – yeast polyadenylation inhibition; S. cerevisiae SKY197-pL101 polyadenylation reporter, beta-gal luminescence; efflux-impaired pdr1/pdr3 knockout yeast; score 100 = 6 SD above DMSO; calls only at 12 µM; 300,000 compounds, 0.02% hits; AID 1875;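 active = lowest replicate activity score at least 50, where 100 means six control SD above control mean; inconclusive = lowest score under 50 but half or more replicates reach 50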;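 also: yeast exposed to compound for 9 h at 30 °C; higher score means more reporter readthrough which indicates perturbed polyadenylation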
GSK3B inh – inhibitors of human GSK3beta kinase; GST-GSK3beta kinase, ADP-Glo luminescence, 60 min; active compounds read low; activity score (negative = inhibition), % at 10 µM; 300,000 compounds, 0.038% hits;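 active = more than half of replicate wells score below -50%, meaning over 50% inhibition versus plate controls; inconclusive = some replicates but at most half score below -50%; inactive = no replicate scores below -50%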;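 also: 0% = median DMSO wells and -100% = median GW8510 positive control wells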
Target sequence (P49841 whole entry, looked up): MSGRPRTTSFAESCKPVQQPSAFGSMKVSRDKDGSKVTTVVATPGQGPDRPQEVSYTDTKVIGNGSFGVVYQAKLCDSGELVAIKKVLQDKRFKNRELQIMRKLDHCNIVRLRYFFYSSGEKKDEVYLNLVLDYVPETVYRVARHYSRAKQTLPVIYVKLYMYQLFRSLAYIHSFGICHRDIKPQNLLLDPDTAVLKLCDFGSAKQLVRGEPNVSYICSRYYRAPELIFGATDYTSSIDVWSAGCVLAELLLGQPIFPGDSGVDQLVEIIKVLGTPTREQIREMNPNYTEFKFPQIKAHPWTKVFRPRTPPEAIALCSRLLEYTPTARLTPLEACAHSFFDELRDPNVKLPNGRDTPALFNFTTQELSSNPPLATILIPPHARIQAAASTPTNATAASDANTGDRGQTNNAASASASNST
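Assay system: GST-tagged human GSK3beta kinase, cell-free; Input: 1.6 ng GSK3beta; Medium: Tris/MgCl2 kinase buffer; Timing: 60 min enzyme reaction, room temperature; Signal: ADP-Glo luminescence quantifying ADP generated by kinase; Evaluation: score relative to plate controls; Benchmarks: DMSO neutral wells and GW8510 at 20 µM as positive.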
HDAC3 inh – inhibitors of human histone deacetylase 3. O15379. recombinant HDAC3, fluorogenic peptide/trypsin coupled, fluorescence. inhibition, % at 8.3 µM. 320,000 compounds, 0.15% hits. AID 2718; in the data active = inhibition above about 26%, passing the limit was not always enough; inconclusive = no clear call, values can overlap the other calls
Target sequence (O15379 whole entry, looked up): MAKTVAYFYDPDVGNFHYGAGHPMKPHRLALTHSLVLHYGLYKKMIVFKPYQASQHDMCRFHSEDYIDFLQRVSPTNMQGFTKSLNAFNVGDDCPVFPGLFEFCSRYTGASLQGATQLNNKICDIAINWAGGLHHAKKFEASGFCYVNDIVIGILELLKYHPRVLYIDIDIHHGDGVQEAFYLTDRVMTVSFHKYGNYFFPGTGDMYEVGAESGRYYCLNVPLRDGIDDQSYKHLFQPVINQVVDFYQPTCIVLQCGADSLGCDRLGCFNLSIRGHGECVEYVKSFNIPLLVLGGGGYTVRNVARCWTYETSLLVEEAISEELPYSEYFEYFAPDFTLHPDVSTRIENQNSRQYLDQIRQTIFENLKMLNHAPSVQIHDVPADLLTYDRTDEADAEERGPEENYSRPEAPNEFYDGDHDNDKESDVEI
Platelet DG rel – platelet dense granule release activity. human platelet-rich plasma, SFLLRN dense granule ATP release, luminescence. inhibition, %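 (compounds screened at 7.5 µM in platelet-rich plasma)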. 300,000 compounds, 0.22% hits. AID 1663;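 active = mean replicate score, as percent of positive control, at or above 50; inconclusive = mean below 50 but at least one replicate at or above 50; inactive = mean and every replicate below 50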
HSF1 inhib – HSF1 inhibition | 300,000 compounds, 0.77% hits | activity change, negative = inhibition, % at 7.5 µM (by protocol) | NIH3T3-HGL HSE-luciferase, MG132-induced, luminescence 8 h; active compounds read low;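 active = more than half of replicate wells show activity change below -50%, luminescence cut by over half; inconclusive = some wells, but at most half, below -50%; inactive = no replicate well below -50%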;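 also: luciferase reports HSF-1 transcriptional activity via heat shock element; 0% = median of DMSO wells and -100% = zero luminescence signal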
GSK3 alpha inh – blocks human GSK-3 alpha kinase. P49840. ADP-Glo luminescence, 60 min. inhibition, % at 10 µM. 320,000 compounds, 0.1% hits. AID 2650;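 in the data active = inhibition above about 50%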;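 also: GST-tagged GSK-3 alpha with peptide substrate and 25 µM ATP; 0% = DMSO neutral wells and 100% = GW8510 positive control wells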
* hit, by the source's call; i = inactive; ? = inconclusive; . = no result given. Some of the compounds tested (hit frequency here may not be typical).

SMILES	HSP90 inh	HSF1 activator	AI-2 QS modul	DYRK1A inh	PolyA inh	GSK3B inh	HDAC3 inh	Platelet DG rel	HSF1 inhib	GSK3 alpha inh
O=C(N/N=C/c1ccc(-c2cccc(C(F)(F)F)c2)o1)c1ccccc1O	0	13	-1	3	i	-4	6	1	-14	-4
COCCN(C(=O)COC(=O)c1ccc(Cl)nc1)c1c(N)n(Cc2ccccc2)c(=O)[nH]c1=O	.	-26	19	0	i	-4	3	5	-20	1
O=C(/C(=C(\[O-])c1ccccc1)[n+]1ccc2ccccc2c1)c1ccc(Cl)cc1	2	-66	13	-3	i	2	1	10	-57*	-3
COc1cccc(C(=O)OC2CCN(C)CC2)c1	3	14	10	1	i	3	-7	-7	-3	-2
Cc1csc(N(C(=O)c2cccc(S(=O)(=O)N(C)C)c2)c2ccccc2)n1	0	20	9	-5	i	3	10	-3	-9	-1
COc1cccc(NC(=O)CN(C)C(=O)c2cc(-c3ccc(F)cc3)nc3ccccc23)c1	.	-8	0	13	i	-25	9	-7	-14	-2
O=C(O)COc1ccc(NC(=O)C(c2ccccc2)c2ccccc2)cc1	0	-4	11	4	i	-2	7	0	-5	-2
O=S(=O)(c1ccc(Cl)cc1)n1c(Cc2ccccc2)nc2ccccc21	-1	3	50	46	i	-1	-2	-7	3	-4
COC(=O)c1ccc(/C=C2\SC(=S)N(CCCC(=O)NCCCN3CCOCC3)C2=O)cc1	5	1	2	2	i	2	0	6	-11	-2
COc1cccc(NC(=O)C(=O)c2cn(CC(=O)N3CCOCC3)c3ccccc23)c1	1	13	43	2	i	-4	0	-1	4	8
O=C(Nc1ccc(Cl)cc1)OCc1cncs1	7	14	-29	6	i	0	4	3	11	-3
COc1ccccc1Oc1ncnc2c1oc1ccccc12	5	-4	0	1	i	-1	-7	-1	-2	-1
COc1ccc(/C=N/NC(=O)c2ccc(NC(=O)c3cccc([N+](=O)[O-])c3)cc2)c(C(=O)O)c1OC	-4	7	30	11	i	-2	9	-3	-2	0
CCN(c1ccccc1)S(=O)(=O)c1cc(C(=O)Nc2ccc(F)c(F)c2)ccc1F	-1	-1	18	-3	i	3	-5	-8	7	2
O=C(CN1CCN(C(=O)c2ccccc2)CC1)Nc1ncc(Br)cc1Br	0	-65	14	6	i	-3	8	-11	?	1
CC1CCC(NC(=O)C2CC(=O)N(c3ccc(Cl)cc3)C2)CC1 (stereo not given)	4	-9	19	-4	i	1	-5	4	-4	0
CCOC(=O)c1ccc(COC(=O)c2nonc2N)cc1	0	-20	22	6	i	-1	0	5	3	1
Cc1cc(C(=O)CSc2nnnn2C)c(C)n1-c1ccc2c(c1)OCCO2	0	9	12	8	i	-2	1	-1	9	-9
CC(C)(C)C(=O)COC(=O)CNC(=O)c1ccc(Oc2ccccc2)cc1	2	4	4	3	i	0	-3	-2	-1	8
CCC/C(O)=C1\C(=O)CC(c2ccccc2)CC1=NCCc1c(C)[nH]c2ccccc12 (stereo not given)	-1	-14	6	0	i	-1	-2	7	5	3
CC(=O)OCC[n+]1c(C)n(-c2ccccc2)c2ccc(Cl)cc21	-4	.	17	-6	i	1	-4	5	.	-2
Cc1ccc(C)c(S(=O)(=O)N2CCN(C(=O)c3ccc(-n4cncn4)c([N+](=O)[O-])c3)CC2)c1	.	2	15	-5	i	2	11	1	1	-1
O=C(O)CC/C(=N/NC(=O)CNC(=O)C(c1ccccc1)c1ccccc1)c1ccccc1	3	-2	27	-3	i	5	.	7	-9	-1
COc1ccccc1NC(=S)NCC1CCCCC1	4	0	3	-6	i	-5	-4	-3	-1	-2
Cc1cc(-c2n[nH]c(=S)n2Cc2ccccc2)cs1	-1	16	-2	-2	i	4	7	-4	-9	-3
(list continues)
SMILES	HSP90 inh	HSF1 activator	AI-2 QS modul	DYRK1A inh	PolyA inh	GSK3B inh	HDAC3 inh	Platelet DG rel	HSF1 inhib	GSK3 alpha inh
CCOC(=O)c1cnc(SC)nc1Nc1cccc2ccccc12	2	-16	15	2	i	-22	1	-2	4	0
CCc1ccc(NC(=O)CSc2nc(=O)n3cc(C)ccc3n2)cc1	.	-9	19	.	i	0	3	-8	4	-6
CCOC(=O)C1=C(c2ccccc2)NC(=S)NC1c1ccc(Cl)cc1 (stereo not given)	2	63*	42	1	i	0	5	2	31	-3
Cc1ccc(C(C(=O)NC2CCCCC2)N(Cc2ccccc2)C(=O)Cc2c[nH]c3ccccc23)o1 (stereo not given)	2	31	16	-3	i	-12	-4	16	4	7
Clc1ccc(NCn2cncn2)nc1	5	-14	16	-6	.	-1	-7	10	-8	-6
Cc1cc2[nH]c3ccccc3c2cn1	-1	9	9	19	i	-2	-8	1	-2	0
CC(NCc1ccncc1)C12CC3CC(CC(C3)C1)C2 (stereo not given)	0	2	6	-1	i	0	2	3	-6	0
COc1cccc(N2CCN(CC(=O)NC(C)c3ccccc3)CC2)c1 (stereo not given)	-3	-10	1	.	i	-4	10	19	3	-3
C/C(=N\O)c1noc(C)c1C(=O)Nc1nccs1	-5	-2	10	-8	i	-4	-3	-33	-1	0
COc1cc(C(C)=O)ccc1OCC(=O)Nc1ccccc1N1CCCC1	-4	-9	28	3	.	1	2	3	4	-3
CCOc1ccc(OCc2ccc(C(=O)NCc3ccncc3)o2)cc1	18*	17	-17	-2	i	3	2	-18	3	-3
Cn1c(NC(=O)c2ccc(S(=O)(=O)N3CCCCC3)cc2)cc(=O)n(C)c1=O	-1	-1	0	3	i	2	4	0	-13	-1
O=C(Cc1ccc(Cl)cc1)Nc1ccc(Br)cc1	-2	0	-30	0	i	1	4	-7	10	-1
Cc1ccc(S(=O)(=O)NCC(=O)N2CCN(c3ccccn3)CC2)cc1	2	3	29	-5	i	3	-5	-2	2	-3
CCOc1ccc(C(C(=O)NCC2CCCO2)N(C(=O)c2snc(C(N)=O)c2N)c2ccc3c(c2)OCCO3)cc1 (stereo not given)	-1	25	20	1	i	-4	6	-5	4	-2
O=c1c(Cc2c(F)cccc2Cl)c(O)ccn1C1CCCCCC1	0	3	29	-2	i	-4	-3	2	0	-1
COC(=O)c1ccc(C(=O)OC)c(NC2=NS(=O)(=O)c3ccccc32)c1	2	18	-13	-8	i	1	0	-14	1	1
Cc1ccc(O)c(N/C=C/C(=O)c2ccc(F)cc2)c1	6	9	?	12	i	0	1	6	1	-1
O=C(O)c1cccc2c1C(=O)N(Cc1ccccc1)C2	1	-3	13	-7	i	4	-5	-8	-2	-3
O=C(O)c1cccc(S(=O)(=O)N2CCN(C(c3ccccc3)c3ccccc3)CC2)c1	0	15	5	-2	.	-4	5	-9	5	-3
COc1ccc(CCNC(=O)COc2nncc3ccccc23)cc1	0	-6	-37	-6	i	2	0	-2	4	0
CCN(CC)C(=S)Nc1c(C)n(C)n(-c2ccccc2)c1=O	1	-8	30	-3	i	2	2	-1	-5	6
CC1=C/C(=N\NC(=S)NCc2ccccc2)CC1	-2	12	18	.	i	-5	8	8	-1	0
CCc1nnc(NC(=O)CCC(=O)NCc2ccc(C)cc2)s1	-1	23	26	2	i	-1	0	-12	2	4
CCOc1cc(/C=C/c2cccc[n+]2C)ccc1O	-1	-12	1	.	i	2	2	-9	-9	-6
More records follow.
SMILES	HSP90 inh	HSF1 activator	AI-2 QS modul	DYRK1A inh	PolyA inh	GSK3B inh	HDAC3 inh	Platelet DG rel	HSF1 inhib	GSK3 alpha inh
COc1ccccc1NC(=S)N1CCN(c2ccccc2F)CC1	5	-6	-34	.	i	-1	4	-8	-17	0
O=C(NCC1CCCO1)C1CCCN(S(=O)(=O)c2ccc(F)cc2)C1 (stereo not given)	-4	42	18	0	i	2	-1	1	6	-1
CCOC(=O)c1c(S(=O)(=O)N2CCN(c3ccc(F)cc3)CC2)c(C)n(C)c1C	-2	8	8	.	i	0	-7	14	5	1
Cc1cc(C)cc(NC(=S)Nc2cccc3ccccc23)c1	3	-4	17	-5	i	3	0	3	-8	-1
CC(=O)c1cccc(NC(=O)c2c(F)c(F)c(F)c(F)c2F)c1	4	-11	9	8	i	2	6	-2	-10	2
CCC(C)(C)NC(=O)C(c1cccn1C)N(Cc1ccc(OC)cc1)C(=O)Cn1nnc2ccccc21 (stereo not given)	0	30	12	-10	i	-2	?	2	11	-2
O=S(=O)(c1cccc(C(F)(F)F)c1)N1CCN(C(=S)NCc2ccco2)CC1	-4	8	7	-4	i	-2	-2	-10	7	-2
COc1ccc(S(=O)(=O)NCC(=O)N(CC(=O)NC(C)(C)C)Cc2cccs2)cc1	4	8	17	1	.	1	-3	-2	0	-2
Cc1c(NC(=O)CC2CC(C)OC2=O)c(=O)n(-c2ccccc2)n1C (stereo not given)	4	-7	21	-3	i	-4	0	-5	-3	-3
CCOc1ccc(CN(C)CC(=O)c2c(N)n(Cc3ccccc3)c(=O)n(CC)c2=O)cc1OC	7	-6	17	-2	i	0	-5	-1	1	-1
O=Cc1cnc(N2CCN(c3ccccc3)CC2)s1	0	-8	32	7	i	0	3	-2	-1	-1
C/C=C/C(=O)Nc1nnc(C(C)C)s1	-1	4	21	-5	i	1	-2	-8	-2	-1
COc1ccccc1CNC(=O)CSc1nc2ccccc2c(=O)n1CCCN1CCOCC1	0	3	5	1	i	-2	1	19	4	.
CCNC(=S)Nc1cccc(S(=O)(=O)NC2=NCCC2)c1	2	-6	16	.	i	0	-1	-6	0	1
COc1ccc(CNS(=O)(=O)c2cc(CN3C(=O)c4cccnc4C3=O)ccc2OC)cc1	-1	61*	10	-3	i	2	11	3	17	-1
O=C(NCc1ccccc1)C(c1ccco1)N(C(=O)c1csnn1)c1ccccc1 (stereo not given)	-4	20	25	-2	i	1	-1	-9	3	2
C=CC(=O)NCC1OCCc2ccccc21 (stereo not given)	-2	3	16	1	i	0	0	-6	1	-1
Cc1cc(C)c(OCC(=O)Nc2nc(-c3ccccn3)cs2)c(C)c1	4	-25	69	1	i	2	-12	18	-29	-5
COc1ccc2oc(C(=O)OCC(=O)N(C)CC(=O)Nc3ccc(C)cc3)c(C)c2c1	.	-61	23	3	i	-1	-5	10	-51*	-3
O=C(COC(=O)C(Cc1ccccc1)NC(=O)c1ccccc1)c1ccccc1 (stereo not given)	-2	23	9	-2	i	1	1	9	2	-1
CN(C)c1ccccc1C(=O)N1CCCC(C(=O)c2ccc3ccccc3c2)C1 (stereo not given)	-2	10	13	.	i	4	5	2	15	-1
Cc1ccc(N2CCN(c3ccc(NC(=O)CCC(=O)O)cc3)CC2)cc1	-1	27	6	-2	i	0	?	-8	2	0

Screens from PubChem BioAssay.
